MT1-MMP txn act: MT1-MMP promoter transcription activation | HT1080 MT1-MMP promoter luciferase reporter, luminescence, overnight; stronger effect = higher value | activation factor at 10 µM | 86,000 compounds, 0.16% hits;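 active means activation factor of at least 2 for MT1-MMP transcription at 10 µM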
PLAP activator: activators of human placental alkaline phosphatase. activation fold at 20 µM. P05187. 96,000 compounds, 1.2% hits. purified PLAP enzyme, luminescent substrate read-out; stronger effect = higher value. AID 696; in the data active means activation fold above about 2
Target sequence (P05187 whole entry, looked up): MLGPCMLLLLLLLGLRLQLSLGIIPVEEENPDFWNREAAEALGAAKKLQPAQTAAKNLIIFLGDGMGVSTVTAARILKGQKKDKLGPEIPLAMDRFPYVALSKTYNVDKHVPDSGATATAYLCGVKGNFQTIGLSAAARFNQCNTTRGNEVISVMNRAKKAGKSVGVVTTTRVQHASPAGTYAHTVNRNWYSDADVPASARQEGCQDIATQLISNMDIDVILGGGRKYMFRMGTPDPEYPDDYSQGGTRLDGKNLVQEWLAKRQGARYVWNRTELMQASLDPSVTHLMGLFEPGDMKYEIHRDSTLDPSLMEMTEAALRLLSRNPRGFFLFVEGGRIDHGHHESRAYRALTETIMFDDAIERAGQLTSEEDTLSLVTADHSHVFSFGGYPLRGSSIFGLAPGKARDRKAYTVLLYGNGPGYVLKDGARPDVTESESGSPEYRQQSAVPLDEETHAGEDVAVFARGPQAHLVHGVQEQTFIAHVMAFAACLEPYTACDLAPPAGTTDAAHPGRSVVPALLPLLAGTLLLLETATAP
Numbers without * were called inactive. These rows are one share of the data; count on the stated rates, not on these rows.

canonical_smiles | MT1-MMP txn act | PLAP activator
COC(=O)C1=C(N)Oc2cc(C)n(Cc3cccnc3)c(=O)c2C1c1ccccc1OC (configuration not stated) | 1 | 1.1
CN(C(=O)c1ccncc1)c1nnc(-c2cccnc2)s1 | 1 | 1.3
Fc1ccc(Br)cc1/C=N/n1cnnc1 | 1.1 | 0.9
O=C(CSc1n[nH]c(-c2ccccc2)n1)c1ccc(O)c(O)c1 | 1.1 | 0.3
CC(C)(C)OC(=O)N1CC=C2C(C#N)=C(N)C(C#N)(C#N)C(c3cccs3)C2C1 (configuration not stated) | 1.2 | 1.3
CCOC(=O)Cn1c(=NC(=O)CSC(C)=O)sc2ccccc21 | 1.1 | 1.1
COc1cc(C2c3c(oc4cc(C)c(C)cc4c3=O)C(=O)N2c2cc(C)ccn2)ccc1O (configuration not stated) | 1.2 | 1
COc1ccc(CN2CCN(c3cc(C)nc4c5c(C)cc(C)nc5nn34)CC2)cc1F | 1 | 1
C=CCNc1ncnc2ccc(Br)cc12 | 1.1 | 0.9
O=C(C1CC1)N1CCc2cc(Br)cc(S(=O)(=O)NCc3ccc4c(c3)OCO4)c21 | 1 | 0.8
COc1ccccc1NC(=O)N(CCCN1CCOCC1)Cc1cc2cc3c(cc2[nH]c1=O)OCO3 | 1.2 | 1.5
COc1ccc(NC(=O)c2ccc(S(=O)(=O)N(C)C)cc2)cc1OC | 1.1 | 0.8
COc1ccc(-c2ccc(-c3noc(-c4ccc(OC)c(OC)c4)n3)c(OC)n2)cc1 | 1.1 | 1.3
O=C(CCCC(=O)N(CC(=O)NC1CCCCC1)Cc1ccco1)Nc1ccccn1 | 1.1 | 1.1
Cc1ccc(CNC(=O)Nc2cccs2)cc1 | 1.6 | 1
CCN(CC)CCCN1C(=O)C(=O)/C(=C(/O)c2ccc(OC)c(Cl)c2)C1c1ccco1 (configuration not stated) | 1.1 | 1.6
Cc1ccccc1-n1c(C)nnc1SCC(=O)NCC1CCCO1 (configuration not stated) | 1.1 | 1
CCCCCn1c(CNC(C)=O)nc2ccccc21 | 1 | 0.9
Cc1nc2ccccc2c2oc(C(=O)N3CCN(C(=O)c4ccco4)CC3)cc12 | 1.1 | 1.5
Cn1ccnc1SCc1cn2ccccc2n1 | 1.3 | 1
COc1ccc(OCC(=O)Nc2ccccc2OC)cc1 | 1.2 | 0.9
COc1ccccc1CN(CC(=O)NCc1ccco1)C(=O)CNS(=O)(=O)c1ccccc1 | 1.1 | 1.5
COc1ccccc1OCC(=O)N1CCN(c2ccccc2OC)CC1 | 1 | 1.2
COc1ccc(C(=O)Nc2ccccc2NC(=O)c2ccco2)cc1OC | 1.1 | 1
COc1ccc(Br)cc1C(=O)O | 1.1 | 1.3
CCOC(=O)c1c(C)nc2sccn12 | 1.1 | 0.9
O=C(CCS(=O)(=O)c1cccc2nonc12)N1CCCc2ccccc21 | 1.1 | 1.1
CCOC(=O)N1CCC(NC(=O)CN2C(=O)CCSc3ccccc32)CC1 | 1 | 1.2
COc1ccc(NC(=O)c2sc(SC)nc2N)cc1 | 1.7 | 0.8
CCCOc1ccc(/C(O)=C2/C(=O)C(=O)N(CCCOC)C2c2cccnc2)cc1 (configuration not stated) | 1.1 | 1.2
CCOC(=O)CCc1c(C)nc2cc(-c3ccc(Cl)cc3)[nH]n2c1=O | 1 | 0.9
O=C(c1ccccc1F)N1CCN(c2ccccc2F)CC1 | 1.1 | 0.9
O=C1N(CN2CCN(c3cccc(Cl)c3)CC2)c2ccccc2C12OCCCO2 | 1.1 | 1
Cc1ccc(-n2ncc3c(NCc4ccco4)ncnc32)c(C)c1 | 1.1 | 1.1
COc1nonc1NCn1nc(C)cc1C | 1.1 | 1
CCOc1ccc2nc(NC(NC(=O)CC)(C(=O)OC)C(F)(F)F)sc2c1 (configuration not stated) | 1.1 | 1.6
CC(=O)Nc1ccc(C(=O)n2nc(C)cc2C)cc1 | 1.1 | 1
COc1ccc(CNC(=O)c2c(O)c3cccc4c3n(c2=O)CCC4)cc1OC | 1.1 | 1.2
c1cc2c(c(NCc3ccncc3)c1)CCCC2 | 1.2 | 1.2
Cc1ccc(NC(=O)CN2CCCCCC2)c(Br)c1 | 1.3 | 1
O=C(OCC(=O)N1CCN(C(=O)c2ccco2)CC1)C1=COCCO1 | 1.1 | 1
CC(=O)NC(CCS(C)(=O)=O)C(=O)Nc1ccc(Cl)c(Cl)c1 (configuration not stated) | 1 | 1.1
CCSC(C)CC1C/C(=N/O)c2c(CC)noc2C1 (configuration not stated) | 1 | 0.8
Cc1cc(C)nc(Sc2c(C)nn(-c3ccccc3)c2C)n1 | 1.1 | 1.6
CC(C)CN1C(=O)c2ccc(C(=O)Nc3ccncc3)cc2C1=O | 0.9 | 0.9
CCCCn1c(SCC(=O)N2CC(C)CC(C)C2)nc2cc(S(N)(=O)=O)ccc21 (configuration not stated) | 1.1 | 0.9
COc1cccc(-c2nc(CS(=O)(=O)CC(=O)Nc3cccc(C)c3C)c(C)o2)c1 | 1.1 | 0.9
COc1ccc(C(=O)NC(C)c2nc3ccccc3n2C)cc1OC (configuration not stated) | 1 | 1
Cc1[nH]c(=O)c(C#N)c(C)c1Br | 1.1 | 0.9
Cc1cc(C)n(C(=O)CCCC(=O)n2nc(C)cc2C)n1 | 1.1 | 1

The results go on:
canonical_smiles | MT1-MMP txn act | PLAP activator
Cc1nc2nc3c(c(=O)n2[nH]1)CCC3 | 0.9 | 0.8
CN1CCN(c2ccc(Cl)cc2NC(=O)C2COc3ccccc3O2)CC1 (configuration not stated) | 1.1 | 1.5
Cc1occc1-c1nnc(SCCCC(=O)c2ccc(F)cc2)n1C | 1 | 1.4
CCOC(=O)CSc1nnc(CSc2nc3sc4c(c3c(=O)[nH]2)CCC4)n1C | 1.2 | 1.2
O=C(Nc1nc(-c2ccc(Cl)s2)cs1)c1cccs1 | 1.4 | 1.2
O=C1CC(c2ccsc2)c2cc3c(cc2N1)OCCO3 (configuration not stated) | 1 | 1.1
Cc1c(NS(C)(=O)=O)c(=O)n(-c2ccccc2)n1C | 1.1 | 1
CC12CCC(C(=O)N(c3ccccn3)c3ccccn3)(OC1=O)C2(C)C (configuration not stated) | 1 | 1.1
CCOC(=O)CCC(=O)N1CCNC(=O)C1 | 1.1 | 1
Cc1ccc2cc(CN(Cc3nnnn3Cc3ccco3)CC3CCCO3)c(=O)[nH]c2c1C (configuration not stated) | 1.1 | 1.4
COc1cccc(-c2nn(C)c3sc(C(=O)N4CCN(c5ccccn5)CC4)cc23)c1 | 1.1 | 1.4
Cc1cc(C)cc(N(CC(=O)NC2CCC(C)CC2)S(=O)(=O)c2c(C)noc2C)c1 (configuration not stated) | 1.1 | 1.1
COc1ccccc1-c1nnc(NC(=O)C(C)C)s1 | 1.1 | 0.9
COc1ccc(NC(=O)CN(c2cc(C)cc(C)c2)S(=O)(=O)c2c(C)noc2C)cc1OC | 1.1 | 1.2
Cc1nc2c(c(N3CCOCC3)n1)OCC(=O)N2 | 0.9 | 1
O=C1CC(=O)N(Cc2ccco2)C(=O)N1 | 1 | 1
COc1ccc(CCn2nnnc2C(C(C)C)N2CCC(C(N)=O)CC2)cc1OC (configuration not stated) | 1.1 | 1.1
CCOC(=O)N1CCN(C(=O)Cn2cc3c(n2)CCCC3)CC1 | 1.1 | 1.1
CCOc1ccc(NC(=O)CN2CCC(NC(=O)C3CCCCC3)CC2)cc1 | 1.2 | 1.1
Cc1ccc2nc3c(cc(C#N)c(=O)n3CCN3CCOCC3)c(=O)n2c1 | 1 | 1
COc1cc(-c2nn3c(COc4ccccc4)nnc3s2)cc(OC)c1OC | 1.2 | 0.8
CCOC(=O)C1CCN(C(=O)CN(c2ccc(OC)c(OC)c2)S(=O)(=O)c2ccccc2)CC1 | 1 | 1.5
Cc1cc(OCC(=O)Nc2ccc3c(c2)OCCO3)ccc1Cl | 1 | 0.8
COc1cccc(C(=O)CN2C(=O)C(C)(C)Oc3ccc(C(=O)N4CCCCCC4)cc32)c1 | 1.1 | 1.8
O=C(CCCc1nc(-c2ccccc2)no1)Nc1cccnc1 | 0.9 | 0.7
O=C(CSc1n[nH]c(-c2cccnc2)n1)Nc1ccnc2ccccc12 | 1 | 1
COc1cc2[nH]c(=O)n(CCC(=O)NC3CCN(Cc4ccccc4)CC3)c(=O)c2cc1OC | 1.1 | 1.7
Cn1c(-c2nonc2NC(=O)c2ccc(C(C)(C)C)cc2)nc2ccccc21 | 1.2 | 0.8
COC(=O)c1ccccc1NC(=O)c1noc2c1CCC2 | 1.2 | 1.2
CC(=O)NCCOc1nc(N(C)C)nc(N2CCOCC2)n1 | 1 | 0.9
O=C(COc1ccccc1Cl)N(Cc1ccco1)C1CCS(=O)(=O)C1 (configuration not stated) | 1 | 0.9
CCCCC(CC)CNC(=O)CCS(=O)(=O)c1cccc2nsnc12 (configuration not stated) | 1.1 | 0.9
Cc1oc(/N=C/c2ccc(Cl)cc2Cl)c(C#N)c1C | 1.3 | 1.4
C=C(C)CN1CCN(c2c(CCC#N)c(C)c(C#N)c3nc4ccccc4n23)CC1 | 1.1 | 1
COc1cc(C2c3c(n[nH]c3C)C(=O)N2c2ccc(C)cc2)ccc1O (configuration not stated) | 1.1 | 2.2*
Cc1nnc2n1NC(c1ccc(Cl)cc1)C(C(=O)N1CCC(C)CC1)S2 (configuration not stated) | 1 | 0.9
CN(CC(=O)Nc1ccc(Cl)cc1)CC(=O)Nc1cc(Cl)ccc1C#N | 1.3 | 2.5*
CCCCN(CC)CCCNC(=O)Cn1nc(Cc2ccncc2)c2ccccc2c1=O | 1.3 | 1.3
Cn1c(SCc2ccccn2)nnc1-c1ccncc1 | 1 | 1
CCOC(=O)Nc1cccc2ccccc12 | 1.2 | 1.1
COc1cc(-c2nnc3sc(-c4cccs4)nn23)cc(OC)c1OC | 1 | 1.4
CCN(CC)C(=O)C1CCCN(Cc2cccc(F)c2)C1 (configuration not stated) | 1.2 | 0.9
CC(C)(C)Nc1ncnc2c1cnn2-c1ccccc1 | 0.7 | 1
Cc1ccc(S(=O)(=O)c2cc3c(=O)n4cc(C)ccc4nc3n(CC3CCCO3)c2=N)cc1 (configuration not stated) | 1 | 0.9
O=S(=O)(c1cnc[nH]1)N1CCCCCC1 | 1.2 | 0.9
COc1ccc2c(c1)CCc1c(C(=O)NC3CCCCC3)noc1-2 | 1.7 | 0.8
COc1ccccc1-c1nnc(SCCN2CCOCC2)n1-c1ccc(C)cc1 | 1.1 | 1.7
COc1cccc(NC(=O)C2CCCN(S(=O)(=O)c3ccc(-n4cnnn4)cc3)C2)c1 (configuration not stated) | 1 | 0.9
N#Cc1cc2sc3nnc(-c4ccncc4)n3c2cc1C#N | 0.9 | 0.8
CCN1C(=O)C2(C(C(=O)c3ccc(C)o3)=C(O)C(=O)N2CCCN2CCOCC2)c2ccccc21 (configuration not stated) | 1 | 1.3

4 compounds drawn at random from those above, as already listed:
canonical_smiles | MT1-MMP txn act | PLAP activator
COc1ccc2c(c1)CCc1c(C(=O)NC3CCCCC3)noc1-2 | 1.7 | 0.8
CCN(CC)C(=O)C1CCCN(Cc2cccc(F)c2)C1 (configuration not stated) | 1.2 | 0.9
N#Cc1cc2sc3nnc(-c4ccncc4)n3c2cc1C#N | 0.9 | 0.8
COc1cccc(NC(=O)C2CCCN(S(=O)(=O)c3ccc(-n4cnnn4)cc3)C2)c1 (configuration not stated) | 1 | 0.9

Remaining list, next part
canonical_smiles | MT1-MMP txn act | PLAP activator
Cc1ccc(S(=O)(=O)n2nc(-c3cccnc3)nc2N)cc1 | 1.1 | 0.9
COC(=O)C1CCN(C(c2cccs2)c2sc3nc(C)nn3c2O)CC1 (configuration not stated) | 1.1 | 1.3
Cn1c(=O)c2c(nc(N3CCN(Cc4ccccc4)CC3)n2CCSc2ncccn2)n(C)c1=O | 1.1 | 1.3
CCCCn1c(SCC(=O)NCC2CCCO2)nc2ccc(N3CCOCC3)cc2c1=O (configuration not stated) | 1.1 | 1.7
COc1cc2c(=O)n(-c3ccc(C)cc3)c(=O)n(CC(=O)c3ccc4c(c3)OCO4)c2cc1OC | 1 | 1
COc1cc2nc(C3CC3)n(NC(=O)c3ccc(Cl)cc3)c(=O)c2cc1OC | 1 | 1.2
Cc1ccc(OCCC(=O)OCC(=O)N2c3ccccc3CC2C)cc1 (configuration not stated) | 1 | 1.1
Cc1occc1C(=O)Nc1nnc(C(F)(F)F)s1 | 1.2 | 1
Cc1c(C(=O)OCCOC(C)C)[nH]c2c1C(=O)CC(C)(C)C2 | 1.2 | 1.1
COc1ccc(C2(O)CCN(C(=O)c3ccc4c(c3)OCO4)CC2)cc1 | 1.1 | 1.2
CCC(C)(C(=O)NC1CCCC1)N(C(=O)CNC(C)=O)c1ccc(C)cc1 (configuration not stated) | 1.2 | 1.4
Clc1cccc(-c2nnc3sc(-c4ccc5c(c4)OCO5)nn23)c1 | 1.1 | 1.2
Cc1cc(NC(=O)c2cc(-c3ccccn3)nc3ccccc23)no1 | 1.1 | 0.9
COC(=O)c1c(NC(=O)Cc2cccs2)sc(C)c1C | 1.2 | 0.9
CCOC(=O)c1c(N)sc2c1CCCC2 | 1.1 | 1.1
Fc1ccc(Cn2nnnc2CN2CCc3ccccc3C2)cc1 | 1 | 0.9
Cc1cc(C)c2nc(NC3=NCN(CCN4CCOCC4)CN3)nc(C)c2c1 | 0.9 | 1.3
CCCOc1ccc(Cc2nn[nH]n2)cc1 | 1.1 | 1
COc1cc2c(cc1NC(=O)CN1C(=O)NC3(CCc4ccccc43)C1=O)oc1ccccc12 (configuration not stated) | 1.2 | 1.5

An excerpt from above in order of number of heavy atoms, falling.
canonical_smiles | MT1-MMP txn act | PLAP activator
COc1cc2c(cc1NC(=O)CN1C(=O)NC3(CCc4ccccc43)C1=O)oc1ccccc12 (configuration not stated) | 1.2 | 1.5
Cc1cc(C)c2nc(NC3=NCN(CCN4CCOCC4)CN3)nc(C)c2c1 | 0.9 | 1.3
CCC(C)(C(=O)NC1CCCC1)N(C(=O)CNC(C)=O)c1ccc(C)cc1 (configuration not stated) | 1.2 | 1.4
Cc1cc(NC(=O)c2cc(-c3ccccn3)nc3ccccc23)no1 | 1.1 | 0.9
Fc1ccc(Cn2nnnc2CN2CCc3ccccc3C2)cc1 | 1 | 0.9
CCOC(=O)c1c(N)sc2c1CCCC2 | 1.1 | 1.1

Source: PubChem (Sanford-Burnham Center for Chemical Genomics)
